Kir21 inh = Kir2.1 (mouse) channel inhibition; 310,000 compounds, 0.85% hits; B-score at 10 µM; HEK293-Kir2.1, FluxOR thallium flux fluorescence; stronger effect = lower value;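 active = fluorescence ratio B-score at or below minus 3 SD of library scores, with starting-brightness B-score within 2 SD, cut at about -4.2 in these data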;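 also: channel flux triggered by added potassium and thallium sulfate stimulus; B-score of peak minus minimum fluorescence over baseline after thallium stimulus; more negative B-score means stronger Kir2.1 block with less thallium influx; some compounds called inactive have numbers as strong as hits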
KCNQ2 inh = KCNQ2 potassium channel inhibitors, primary screen, cell-based, CHO-K1, FluxOR thallium flux, B-score (AID 2156) | B-score at 10 µM | 310,000 compounds, 1.1% hits | 20 min; stronger effect = lower value | O88943;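 active = fluorescence ratio B-score at most minus 3 library SDs, with starting brightness B-score within 2 library SDs, cut at about -5.5 in these data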
Target sequence (O88943 whole entry, looked up): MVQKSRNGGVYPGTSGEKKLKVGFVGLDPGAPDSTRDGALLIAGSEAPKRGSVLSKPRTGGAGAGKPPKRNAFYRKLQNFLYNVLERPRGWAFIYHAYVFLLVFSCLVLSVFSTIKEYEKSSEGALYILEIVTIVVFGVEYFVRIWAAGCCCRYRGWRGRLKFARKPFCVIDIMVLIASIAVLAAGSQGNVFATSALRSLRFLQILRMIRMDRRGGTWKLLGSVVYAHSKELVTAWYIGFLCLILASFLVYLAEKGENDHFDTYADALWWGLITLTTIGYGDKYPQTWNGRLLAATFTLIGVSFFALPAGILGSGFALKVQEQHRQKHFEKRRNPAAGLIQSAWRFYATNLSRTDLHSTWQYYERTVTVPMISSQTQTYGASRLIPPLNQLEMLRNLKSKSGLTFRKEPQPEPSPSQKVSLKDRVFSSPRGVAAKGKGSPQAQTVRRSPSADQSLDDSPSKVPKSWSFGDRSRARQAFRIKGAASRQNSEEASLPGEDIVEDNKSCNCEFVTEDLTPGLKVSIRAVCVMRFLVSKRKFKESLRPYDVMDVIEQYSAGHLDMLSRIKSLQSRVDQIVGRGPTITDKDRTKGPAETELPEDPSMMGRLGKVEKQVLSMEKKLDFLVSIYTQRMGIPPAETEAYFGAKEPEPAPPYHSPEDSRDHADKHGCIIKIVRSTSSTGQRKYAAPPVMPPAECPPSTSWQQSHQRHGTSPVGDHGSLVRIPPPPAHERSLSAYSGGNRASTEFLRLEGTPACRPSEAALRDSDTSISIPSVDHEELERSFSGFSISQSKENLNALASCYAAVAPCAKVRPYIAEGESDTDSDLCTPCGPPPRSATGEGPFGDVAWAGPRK
Starred values were filed as active, the others as inactive; i = inactive. Outcome played no part in choosing rows; overall some 1.8% were active at least once.

SMILES | Kir21 inh | KCNQ2 inh
Cc1cc(C)n(-c2nc3ccccc3nc2N2CCCCCC2)n1 | -2 | i
COC(=O)Cn1c(=O)c2c(nc3n2CCCN3CCc2ccccc2)n(C)c1=O | 3 | i
COc1ccccc1N1CCN(CCCCCCOc2ccc(F)cc2)CC1 | -0.71 | i
CCC(=O)Nc1ccc2c(c1)ncn2-c1ccc(C)cc1 | -0.5 | i
O=C(CCc1ccccc1)NC(=S)Nc1ccc(S(=O)(=O)N2CCOCC2)cc1 | -0.4 | i
CCOC(=O)C1CCCN(C(=O)Nc2ccccc2)C1 (stereo not drawn) | -0.25 | i
CC1CC(C)CN(CCCNC(=O)c2ccc3c(SCC(=O)O)c4c(nc3c2)CCC4)C1 (stereo not drawn) | 0.06 | i
COc1cc(C(=O)Nc2cc3c4c(c2)CC(=O)N4CCC3)cc(OC)c1OC | 0.15 | i
CCCC(=O)Nc1nn(CC(C)C)c2nc3cc(C)ccc3cc12 | -0.84 | i
S=C(NCc1ccco1)Nc1ccccc1 | -0.27 | i
Cc1ccc(-c2ccc(=O)n(CCC(=O)N3CCN(Cc4ccccc4)CC3)n2)cc1 | -0.68 | i
CCCCNC(=O)CCC(=O)NNc1nc2ccccc2c2nc(-c3ccccc3)nn12 | -0.09 | i
CCN(CC(=O)Nc1ccccc1C(F)(F)F)C(=O)c1cccc(S(=O)(=O)N2CCN(C)CC2)c1 | 2.4 | i
COc1ccc(Cc2nnc(SC(C)C(=O)Nc3ccc(C(N)=O)cc3)o2)cc1 (stereo not drawn) | -1.8 | i
COc1ccc(Cl)c2sc(NC(=O)C3=COCCO3)nc12 | -0.49 | i
CC(=O)N1CCOc2ccc(S(=O)(=O)NCc3ccc(Cl)cc3)cc21 | 0.18 | i
CCC(C(=O)OCC(=O)Nc1cc(OC)ccc1OC)c1ccccc1 (stereo not drawn) | -0.62 | i
COC(=O)c1cn(C(=O)c2cccc(C)c2)c2ccccc12 | 1.3 | i
OC1CCN(C(=S)Nc2ccc(Oc3ccccc3)cc2)CC1 | -0.32 | i
Cc1ccc(N2CC(C(=O)N3CCOCC3)CC2=O)cc1C (stereo not drawn) | -3.3 | i
COCCCNC(=S)Nc1c(C)cc(C)cc1C | 0.01 | i
O=c1c2ccccc2nc(-c2ccc(Cl)cc2Cl)n1O | -0.25 | i
Cn1c(SCC(=O)N2CCc3ccccc3C2)nnc1-c1cccs1 | -1.4 | i
O=C1C(Nc2ccc(O)cc2)=C/C(=N/S(=O)(=O)c2cccs2)c2ccccc21 | 0.5 | i
O=C(O)c1ccc(N2C(=O)CC(SC(=NCc3ccc4c(c3)OCO4)Nc3ccc(F)cc3)C2=O)cc1 (stereo not drawn) | 1 | i

Further compounds follow.
SMILES | Kir21 inh | KCNQ2 inh
CCN1C(=O)C(=Cc2cccc(OC)c2Oc2ccc([N+](=O)[O-])cc2[N+](=O)[O-])SC1=S | -1.4 | i
COc1cc([N+](=O)[O-])ccc1NC(=O)COC(=O)CCS(=O)(=O)c1ccc(C)cc1 | 0.61 | i
Cc1ccc(NC(=S)NNC(=O)CSc2nnc(-c3ccc(Cl)cc3)n2C2CCCCC2)cc1 | -0.74 | i
Cc1ccc(S(=O)(=O)n2cnc3cc([N+](=O)[O-])ccc32)c(C)c1 | 1.1 | i
COc1cc2cc(C(c3nnnn3Cc3ccc(F)cc3)N3CCCCCC3)c(=O)[nH]c2cc1OC (stereo not drawn) | -0.64 | -7.7*
O=C(N/N=C/c1ccncc1)c1ccc2c(c1)OCO2 | -0.81 | i
Cc1c(NC(=O)C2CCCN2S(=O)(=O)c2cccc3nsnc23)cccc1C(=O)O (stereo not drawn) | 0.02 | i
C/C(CC(=O)Nc1ccc(C)cc1C)=N\NC(=O)C(C)C | -1.6 | i
Cc1noc(C)c1CSc1nc2sc3c(c2c(=O)n1C)CCCC3 | 0.02 | i
Cc1cc(C)cc(OCC(=O)OCC(=O)Nc2ccc(Cl)cn2)c1 | 0.68 | i
COc1ccccc1CNC(=O)C1CCN(S(=O)(=O)c2ccc3c(c2)C(C)(C)C(=O)N3C)CC1 | 0.62 | i
COc1cccc(-c2ccnc3[nH]n(-c4ccccc4)c(=O)c23)c1 | -0.01 | i
CN(C)CCN(C(=O)/C=C/c1cccs1)c1nc2ccc(F)cc2s1 | 1.1 | i
O=C(NCCN1CCN(c2ccccc2)CC1)C1CCN(S(=O)(=O)c2cccc3nsnc23)CC1 | 0.09 | i
Cc1csc(CN(C)C(=O)CC2C(=O)NCCN2Cc2ccc(F)c(F)c2)n1 (stereo not drawn) | 0.12 | i
CCOc1ccc(C(F)(F)F)cc1NC(C)=O | 0.25 | i
O=C(CCS(=O)(=O)c1ccc2c(c1)NC(=O)CS2)NCCc1ccccc1 | 0.67 | i
CCc1cc(=O)[nH]c(-n2[nH]c(-c3ccccc3)cc2=O)n1 | 1.9 | i
COc1ccc(S(=O)(=O)N(CCc2ccccc2)CC(=O)N2CCOCC2)cc1 | -0.17 | i
CCc1cccc(NC(=O)C2CCN(S(=O)(=O)c3c(C)noc3C)CC2)c1 | -1.1 | i
CCOc1ccc(/C=N/NC(=O)c2nnn(-c3nonc3N)c2-c2ccc(OCC)cc2)cc1 | 0.26 | i
CCN(CCO)Cc1csc2ccc(C(C)(C)C)cc12 | -7* | i
CC(C)C(=O)Nc1ccc(C(=O)NNC(=O)C(c2ccccc2)c2ccccc2)cc1 | 3.5 | i
CN(C)C(=O)c1ccc2c(c1)n(C)c(=O)n2C | 1.6 | i
C#CCn1c(=NC(=O)c2ccc(Cl)s2)sc2cccc(OC)c21 | 0.99 | i

An excerpt of these results, as labelled records:
CN(C)CCN(C(=O)/C=C/c1cccs1)c1nc2ccc(F)cc2s1
  Kir21 inh: 1.1
  KCNQ2 inh: i

O=C(NCCN1CCN(c2ccccc2)CC1)C1CCN(S(=O)(=O)c2cccc3nsnc23)CC1
  Kir21 inh: 0.09
  KCNQ2 inh: i

Next entries
SMILES | Kir21 inh | KCNQ2 inh
COc1ccc(C2C(C#N)=C(N)OC3=C2C(=O)CCC3)cc1Cn1cc([N+](=O)[O-])cn1 (stereo not drawn) | 1.4 | i
CCOC(=O)c1cc(CC)sc1NC(=O)c1cc(OC)c(OC)c(OC)c1 | 0.72 | i
CN(C)c1ccc(CNC(=O)C2CCC(CNc3c(N4CCCCC4)c(=O)c3=O)CC2)cc1 (stereo not drawn) | -1.2 | i
Cn1nc(C(=O)NCCc2ccc(S(N)(=O)=O)cc2)c2ccccc2c1=O | -0.22 | i
COc1cccc(N(C(=O)c2snc(C(N)=O)c2N)C(C(=O)NCC2CCCO2)c2ccc(C)o2)c1 (stereo not drawn) | -0.51 | i
Nc1c(Cl)cc(Cl)cc1C(=O)OCC(=O)N1CCOCC1 | -0.65 | i
COc1ccc(C2CC(c3ccccc3)=NN2C(=O)COC(=O)c2cnc(Cl)c(Cl)c2)cc1 (stereo not drawn) | 2.8 | i
CCc1nc(SCC(=O)Nc2ccc(Br)cn2)n[nH]1 | 0.96 | i
CCOC(=O)c1c(N)sc(C(N)=O)c1C | -0.53 | i
O=C(CSc1nc2cc(Cl)ccc2o1)c1cccs1 | -1.3 | i
COC(=O)c1ccc(Oc2nc(SC)nc(N(C)C)n2)cc1 | -2.2 | i
CC(C)C[C@H](NC(=O)N1CCn2c1nc1ccccc12)C(=O)NC1CCCCC1 | -0.68 | i
O=C(CC(c1ccccc1)c1ccccc1)Nc1nn[nH]n1 | 0.63 | i
Cc1ccc(-n2[nH]c(C)c(/C=N/NC(=O)c3cccc([N+](=O)[O-])c3)c2=O)cc1C | -0.01 | i
COc1cc(NC(=O)C2CCCN2C(=O)OCc2ccccc2)cc(OC)c1 (stereo not drawn) | 1.6 | i
O=C(Nc1nnc(S(=O)(=O)N2CCCCCC2)s1)c1ccccc1Br | -1.3 | i
CC(=O)N1CCCc2cc(S(=O)(=O)NCCC3=CCCCC3)ccc21 | -1.6 | i
O=C(O)C1CCN(Cc2ccccn2)CC1 | 0.93 | i
C/C(=N\NC(=O)C1COc2ccccc2O1)c1ccc(N2CCOCC2)cc1 (stereo not drawn) | 0.04 | i
COc1cc(SC)ccc1C(=O)NCCCOC(C)C | 0.11 | i
COc1cc(/C=N/NC(=O)CNC(=O)/C=C/c2ccco2)cc(OC)c1OC | -0.65 | i
O=C(N/N=C/c1ccccc1C(F)(F)F)c1ccc2nc[nH]c2c1 | 0.18 | i
C#CC[N+](C)(C)CC#Cc1ccc(Cl)cc1 | 0.69 | i
CCc1nc(Nc2ccc(O)cc2)c2oc3ccccc3c2n1 | -0.39 | i
COc1ccc(NC(=O)CSc2nc3ccccc3cc2Cc2ccccc2)cc1 | 1 | i

Part of the list above, reformatted:
Each structure is followed by: Kir21 inh	KCNQ2 inh
Nc1c(Cl)cc(Cl)cc1C(=O)OCC(=O)N1CCOCC1
  -0.65	i
COc1ccc(C2CC(c3ccccc3)=NN2C(=O)COC(=O)c2cnc(Cl)c(Cl)c2)cc1 (stereo not drawn)
  2.8	i
CCc1nc(SCC(=O)Nc2ccc(Br)cn2)n[nH]1
  0.96	i
CCOC(=O)c1c(N)sc(C(N)=O)c1C
  -0.53	i
O=C(CSc1nc2cc(Cl)ccc2o1)c1cccs1
  -1.3	i
COC(=O)c1ccc(Oc2nc(SC)nc(N(C)C)n2)cc1
  -2.2	i

Going on with the list.
SMILES | Kir21 inh | KCNQ2 inh
Cc1nn(-c2ccccc2)c(Cl)c1C(=O)NCCN(C)C | -0.71 | i
N#Cc1cc2c(nc1SCc1ccccc1)CCCC2=O | 0.31 | i
OC1CCC(Nc2ncnc3sccc23)CC1 (stereo not drawn) | 0.73 | i
Cc1onc(C(=O)N2CCN(c3ccccc3F)CC2)c1-c1ccccc1Cl | 1.3 | i
CC(Sc1ccccc1)C(=O)NN=C1CCCC1 (stereo not drawn) | 1.2 | i
O=C(Oc1cccc([N+](=O)[O-])c1)C1CCN(C(=O)c2ccc(F)cc2)CC1 | 1.7 | i
CC(c1ccccc1)N1CCn2c(nc3cc(NS(C)(=O)=O)ccc32)C1 (stereo not drawn) | 1.2 | i
CCCC(c1nnnn1Cc1ccccc1)N1CCN(c2ccccc2OC)CC1 (stereo not drawn) | 0.99 | i
COc1cc(C(=O)OCC(=O)Nc2cc(S(=O)(=O)N3CCOCC3)ccc2C)ccc1OCC(C)C | -0.2 | i
CC(=O)C1=C(O)C(=O)N(c2ccc(O)cc2)C1c1ccc(Cl)cc1 (stereo not drawn) | -0.25 | i
CCOc1ccc(-n2ccc(=O)c(C(=O)Nc3ccc(S(=O)(=O)N4CCOCC4)cc3)n2)cc1 | -0.06 | i
CCN(CCO)C1CC(=O)N(c2ccccc2C)C1=O (stereo not drawn) | 1.2 | i
COc1cccc(CN(C)C(=O)Cc2c[nH]c3ccccc23)c1OC | -0.65 | i
Cc1ccc(Cl)cc1N1CCN(C(=O)c2ccc(NS(=O)(=O)c3c(C)noc3C)cc2)CC1 | 0.37 | i
Cn1c(SCC(=O)Nc2ccccc2F)nnc1-c1cccs1 | 0.36 | i
CCOC(=O)Cn1c(-c2ccccn2)nc2ccccc21 | -0.64 | i
CC(C)CC(=O)NC(=S)Nc1ccccc1C(F)(F)F | -1.2 | i
NC(=O)CC(NC(=O)c1ccccc1)c1ccc(NCc2ccccc2)c([N+](=O)[O-])c1 (stereo not drawn) | 0.07 | i
COc1ccc(OC)c(NC(=O)C23CCC(C)(C(=O)O2)C3(C)C)c1 (stereo not drawn) | -0.81 | i
Cc1nc(NS(=O)(=O)c2ccccc2)sc1C(=O)NNS(=O)(=O)c1ccccc1 | 0.16 | i
O=C(Nc1ccc(-c2noc(-c3ccccc3F)n2)cc1)c1cccs1 | -0.67 | i
N=c1ccn(CC(=O)c2ccc(-c3ccccc3)cc2)cc1 | 1.1 | i
Cc1ccc(C(=O)NC(=S)NCc2ccccc2)cc1Br | 1.3 | i
CCCc1nc2ccc(NC(=O)NCCC(=O)OCC)cc2c(=O)n1Cc1ccc(Cl)cc1 | 0.4 | i
COc1cc(-c2ccc(NC(=O)NC3CC3)c(OC)c2)ccc1NC(=O)NC1CC1 | -1.1 | i

Following part.
SMILES | Kir21 inh | KCNQ2 inh
CCC(=O)N1CCc2cc(Br)cc(S(=O)(=O)CC(=O)OC)c21 | -0.07 | i
COc1ccc(C2OC(=O)CC2C(=O)NCc2ccc(F)cc2)cc1OC (stereo not drawn) | -0.02 | i
COc1ccc(S(=O)(=O)N(C)C)cc1NC(=O)Cc1cccs1 | -0.33 | i
CC(=O)N1C(C)c2ccccc2C(C)(C)CC12CCCCC2 (stereo not drawn) | -6.4* | i
CC(=O)N1CCc2cc(S(=O)(=O)NCCC(=O)N3CCc4ccccc4C3)ccc21 | -1.9 | i
COc1ccc(Nc2nc(N)c([N+](=O)[O-])c(NC3CCCCC3)n2)cc1 | 0 | i
NC(=O)C1(N2CCCCC2)CCN(C(=S)Nc2ccccc2)CC1 | -0.03 | i
O=C(CSc1cccc2cccnc12)N/N=C/c1cccnc1 | -0.58 | i
COC(=O)C1C2C=CC3(CN(CC4CCCO4)C(=O)C13)O2 (stereo not drawn) | -0.28 | i
COc1cc(CCC(=O)Nc2cnc3ccccc3c2)cc(OC)c1OC | -1.2 | i
Cc1cc(NC(=O)CSc2nc(N)c(NC(=O)c3ccco3)c(=O)[nH]2)no1 | 0.94 | i
CCOC(=O)c1sc(NC(=S)NC(=O)c2cccc(Cl)c2)c(C(=O)OCC)c1C | -0.02 | i
CCOC(=O)C1Nc2ccc(C(F)(F)F)cc2C2C=CCC12 (stereo not drawn) | 1.7 | i

A draw from above in order of heavy-atom count, lowest first:
SMILES | Kir21 inh | KCNQ2 inh
COC(=O)C1C2C=CC3(CN(CC4CCCO4)C(=O)C13)O2 (stereo not drawn) | -0.28 | i
NC(=O)C1(N2CCCCC2)CCN(C(=S)Nc2ccccc2)CC1 | -0.03 | i
Cc1cc(NC(=O)CSc2nc(N)c(NC(=O)c3ccco3)c(=O)[nH]2)no1 | 0.94 | i

Screening data (PubChem)
